MITF act = MITF TRPM1 promoter activation in melanoma cells; actives 0.75% (n = 300,000); activation, % at 12.5 µM; AID 588334; SK-MEL-5 TRPM1-promoter luciferase, 24 h; % of positive control, neutral wells = 0;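 active = mean activation of at least 80% with every replicate also reaching 80%; inconclusive = mean reaches 80% but some replicate falls short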;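 also: 0% = neutral control wells and 100% = parthenolide positive control wells; values of inactives mirror those of a sister screen read the other way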
AddAB inh = less growth of phage-infected E. coli with AddAB; E. coli expressing H. pylori AddAB, absorbance growth; inhibition, % at 11.9 µM; actives 0.29% (n = 330,000); AID 435030; in the data active = inhibition above about 12%;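 also: 0% = vehicle wells of infected cells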
E coli growth = bacterial growth inhibition, counter-screen for AddAB inhibitors | E. coli V3065 growth, OD600 absorbance, 18 h | inhibition, % at 11.9 µM | actives 0.27% (n = 330,000);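 active = inhibition above the campaign's mean inhibition across all tested compounds plus 3 SD, cut at about 9.9% in these data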;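 also: uninfected addAB+ strain grown without phage in ampicillin broth; 0% = DMSO wells and 100% = ciprofloxacin 0.95 µg/ml wells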
CAL PDZ FP-1 = blocks peptide binding to human CAL PDZ domain; Q9HD26; purified CAL PDZ, TMR-peptide fluorescence polarization, 1 h; inhibition, % at 20 µM; actives 0.02% (n = 330,000); AID 504414;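 active = highest replicate inhibition of at least 40%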;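 also: plate controls were DMSO neutral control wells for no effect and unlabeled competitor peptide control wells for full effect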
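System: purified tagged CAL PDZ domain construct (CerCALP). Schedule: 1 h incubation at room temperature before polarization reading. Medium: 25 mM sodium phosphate pH 7.4, 150 mM NaCl, TCEP, IgG, Thesit. Read-out: percent inhibition from loss of millipolarization. Measured by: FP readout, S and P plane fluorescence. Probe or stimulus: fluorescent TMR peptide probe.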
SR-BI HDL uptake = mouse SR-BI HDL lipid transfer inhibition; Q61009; ldlA[mSR-BI] CHO cells, DiI-HDL uptake fluorescence, 3 h; inhibition, % at 12.5 µM; actives 0.96% (n = 320,000); AID 488896;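 active = mean replicate inhibition of at least 70% and a set share of replicates each scoring 70 or more; inconclusive = meets just one of the two criteria; inactive = fails both criteria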;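 also: 0% = median of neutral control wells and 100% = median of positive control wells; values of inactives mirror those of a sister screen read the other way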
Target sequence (Q61009 whole entry, looked up): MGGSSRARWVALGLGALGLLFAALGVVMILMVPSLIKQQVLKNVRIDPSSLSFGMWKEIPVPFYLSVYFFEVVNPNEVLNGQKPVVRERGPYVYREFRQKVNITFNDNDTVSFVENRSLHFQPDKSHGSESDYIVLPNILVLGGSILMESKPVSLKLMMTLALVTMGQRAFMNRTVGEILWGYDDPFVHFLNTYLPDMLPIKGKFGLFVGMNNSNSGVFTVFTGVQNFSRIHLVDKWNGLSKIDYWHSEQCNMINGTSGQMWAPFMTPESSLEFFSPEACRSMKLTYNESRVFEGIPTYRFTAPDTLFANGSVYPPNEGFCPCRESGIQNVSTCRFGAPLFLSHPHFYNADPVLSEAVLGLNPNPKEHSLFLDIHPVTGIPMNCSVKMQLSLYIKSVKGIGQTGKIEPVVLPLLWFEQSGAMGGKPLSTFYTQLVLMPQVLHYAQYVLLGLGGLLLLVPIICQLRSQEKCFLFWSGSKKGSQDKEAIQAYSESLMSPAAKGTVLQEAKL
Tat transport = E. coli Tat transport inhibition; E. coli MC4100 TorA-mCherry Tat export, fluorescence; actives 0.036% (n = 340,000); AID 488895; inhibition, % at 10 µM;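 active = mean replicate inhibition at least 50% and at least half of replicates individually reaching 50%; inconclusive = only one of the two criteria met; inactive = neither criterion met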;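 also: exported cargo escapes ClpAP degradation while cytoplasmic cargo is degraded and loses fluorescence; 0% = median of neutral control wells and 100% = median of NaSCN control wells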
SR-BI DiI-HDL act = SR-BI HDL lipid transfer activation | CHO ldlA[mSR-BI] cells, DiI-HDL uptake fluorescence, 3 h; 100 = double the neutral-control signal | activation, % at 12.5 µM | actives 0.096% (n = 320,000);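 active = mean replicate activation of at least 60% and every replicate at or above 60%; inconclusive = mean or all-replicate condition met, but not both; inactive = mean below 60% and not all replicates reaching 60%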;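 also: 0% = median plate neutral-control signal and 100% = twice that signal; values of inactives mirror those of a sister screen read the other way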
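Test system: SR-BI-overexpressing, LDLR-lacking CHO cells; Medium: Ham's F12 with 0.5% BSA, HEPES 25 mM, pH 7.4; Schedule: 3 h, 37 °C; Technique: bottom-read fluorescence, 550/595 nm.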
phage Ecoli inh = E. coli growth loss with phage present; inhibition, % at 11.9 µM; growth absorbance; actives 0.26% (n = 360,000); in the data active = inhibition above about 11%
Wnt act = activators of Wnt/beta-catenin signaling; Wnt/beta-catenin reporter cell assay, activator, plate reader; activation, % at 9.35 µM; actives 1.2% (n = 300,000); in the data active = activation above about 30%, passing the limit was not always enough; inconclusive = no clear call, values can overlap the other calls;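 also: 0% = neutral control wells and 100% = positive control wells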
CAL PDZ FP-2 = CAL PDZ (human) peptide binding inhibition; inhibition, % at 24.9 µM; purified CAL PDZ, TMR-peptide fluorescence polarization, 1 h; AID 602252; actives 0.92% (n = 300,000);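 active = mean inhibition of at least 30% with at least half of replicates also reaching 30%; inconclusive = no clear call, values can overlap the other calls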;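 also: 0% = DMSO neutral control and 100% = excess unlabeled competitor peptide PRC23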
Numbers without * were called inactive; ? = inconclusive; nt = no result given.

#	SMILES	MITF act	AddAB inh	E coli growth	CAL PDZ FP-1	SR-BI HDL uptake	Tat transport	SR-BI DiI-HDL act	phage Ecoli inh	Wnt act	CAL PDZ FP-2
1	CCCCN(C(=O)CCC(=O)Nc1cc(C)on1)C(C(=O)NC(C)(C)CC)c1cccc(OC)c1OC (stereo not drawn)	-7.7	-1.6	-0.5	-0.2	-3.1	9.6	3.1	1.4	-0.8	-25.1
2	COc1cc(NC(=O)c2ccc3c(SCC(=O)O)c4c(nc3c2)CCCC4)cc(OC)c1OC	0.5	-1.4	-1.4	-1.5	18.9	-1.8	-18.9	2.8	-0.9	nt
3	Cc1cc2[nH]c(=S)[nH]c2cc1C	-15.9	1.2	0.0	-1.4	72.8*	3.8	-72.8	4.8	-0.9	-1.7
4	COc1ccc(NC(=O)N2CCN(C(=O)C3CCCO3)CC2)cc1 (stereo not drawn)	2.1	2.1	0.5	0.2	-22.7	1.9	22.7	0.3	3.4	6.9
5	CCN(C(=O)CN(C)Cc1cccc(Cl)c1Cl)c1c(N)n(Cc2ccccc2)c(=O)[nH]c1=O	6.7	0.1	-0.2	-0.7	-41.5	3.1	41.5	0.8	-2.6	3.5
6	CCOc1nc(-c2ccccc2Cl)ccc1C#N	-11.1	-0.1	1.7	-0.9	-23.8	5.8	23.8	2.0	-4.0	nt
7	Cn1c(=O)[nH]c2ncn(C)c2c1=O	-2.8	-2.2	-0.9	-0.6	5.0	?	-5.0	3.3	0.8	-3.0
8	COc1ccccc1N1CCN(C(=O)c2cccc(N3C(=O)C4C5C=CC(C5)C4C3=O)c2)CC1 (stereo not drawn)	-10.9	4.2	-2.5	-0.4	6.9	7.0	-6.9	0.9	-0.8	-6.7
9	Cc1noc(C)c1C(=O)Nc1sc(C)c(C)c1C#N	-1.8	0.2	2.8	-2.0	25.9	-5.5	-25.9	0.7	nt	nt
10	O=C(NCC1(N2CCCCC2)CCCCC1)c1cccc(NS(=O)(=O)c2ccccc2)c1	12.6	-1.4	-0.2	-3.0	-11.1	7.7	11.1	1.3	-0.4	1.8
11	Cn1c(=O)c(N)c2c3c(c(Br)ccc31)C(=O)c1ccccc1-2	-7.3	-0.6	0.6	0.4	nt	0.2	nt	2.4	0.1	-7.4
12	COCC(=O)N(C)CC1CCCN(CCc2ccccc2OC)C1 (stereo not drawn)	nt	2.8	0.5	0.0	10.7	7.7	-10.7	0.4	-0.2	-0.5
13	Cn1nnnc1SCC(=O)NC1CCCCC1	2.2	2.5	-2.8	nt	-19.9	2.7	19.9	2.1	nt	-2.5
14	Cc1cc(=O)c2c(C)nn(-c3ccccc3)c2[nH]1	-0.4	2.9	1.0	-1.3	-13.8	6.6	13.8	-2.1	nt	-0.2
15	COc1ccc(NC(=O)CSCC(=O)Nc2ccc(S(=O)(=O)N3CCCCC3)cc2)cc1	-10.1	-0.8	-2.7	-1.6	-7.2	-0.8	7.2	1.0	-0.4	-1.0
16	O=C(Cn1cc([N+](=O)[O-])cn1)N1N=C(C(F)F)CC1(O)C(F)F (stereo not drawn)	-1.8	0.5	-2.7	0.5	-13.9	-4.7	13.9	3.0	3.5	nt
17	CCOCCCNCc1ccc(OCC(=O)N2CCOCC2)c(OC)c1	11.5	-2.7	-0.2	-2.6	-5.9	-3.7	5.9	4.6	-7.1	-2.0
18	O=C(Nc1ccc(Cl)cc1Cl)c1ccc(-c2ccccc2)cc1	9.8	-0.2	1.1	-1.4	26.6	11.7	-26.6	3.6	7.0	-0.3
19	CC(=O)N1CCOc2ccc(S(=O)(=O)Nc3ncccc3C)cc21	7.7	1.4	-0.9	-0.5	-1.4	-6.2	1.4	0.9	7.9	-2.5
20	Clc1ccccc1-c1nnn(Cc2ccc(-c3nn[nH]n3)cc2)n1	-2.3	2.1	1.6	-2.1	-21.8	-4.0	21.8	3.8	nt	nt
21	CCOc1ccc(S(=O)(=O)NC(C)C(=O)NCc2ccc3c(c2)OCO3)cc1 (stereo not drawn)	6.7	3.3	-2.3	0.0	15.7	-6.9	-15.7	1.4	-1.1	75.8*
22	O=C(NCC1CCCO1)c1c(O)c2ccccc2[nH]c1=O (stereo not drawn)	nt	0.8	-0.4	-0.9	7.7	0.5	-7.7	0.2	nt	nt
23	Cc1ccc(C)c(NS(=O)(=O)c2ccccc2C)c1	-13.6	nt	nt	-2.0	-4.5	11.2	4.5	1.4	9.6	-3.5
24	Cc1cc(C(=O)COC(=O)CC2Sc3ccccc3NC2=O)c(C)n1-c1ccc2c(c1)OCO2 (stereo not drawn)	2.8	4.5	-2.5	-2.9	20.6	-0.2	-20.6	4.6	-6.5	-3.0
25	Cc1ccc2[nH]c(=O)c(CN(CCN3CCOCC3)C(=O)Nc3ccccc3F)cc2c1	13.1	nt	nt	-0.4	-21.0	-5.4	21.0	1.5	nt	-1.8
26	Fc1ccccc1NC(=S)N/N=C/c1ccccc1Br	nt	0.5	-0.8	0.4	27.5	-3.3	-27.5	-1.8	nt	-2.3
27	CCc1nc(SCC(=O)Nc2ccccc2C(=O)OC)n[nH]1	2.4	2.4	2.6	-0.5	8.0	-7.6	-8.0	0.6	-1.1	-1.6
28	COc1cc(Cl)c(C)cc1NC(=O)COC(=O)/C=C/c1c(C)nn(C2CCS(=O)(=O)C2)c1Cl (stereo not drawn)	-10.6	-1.1	-0.2	-3.6	38.9	-8.4	-38.9	2.4	nt	-36.2
29	O=C(NN1CC(C(=O)OCc2ccccc2F)CC1=O)c1ccccc1 (stereo not drawn)	-0.3	6.3	4.0	-2.2	-10.6	-13.3	10.6	0.2	1.4	0.9
30	COCc1cc(C)nc(SCc2ccc(F)cc2)c1C#N	3.1	-0.7	-0.3	nt	40.8	-3.8	-40.8	-2.4	0.9	-8.2
31	CCCc1n[nH]c(=O)[nH]1	-10.2	1.2	-1.2	nt	-29.9	0.8	29.9	1.0	-2.2	-7.0
32	COc1ccccc1N(CC(=O)N1CCc2ccccc2C1)S(C)(=O)=O	20.7	0.0	2.0	-2.1	-17.6	4.3	17.6	3.1	5.1	1.0
33	C=CCOc1ccc(/C=C2/C(=O)ON=C2C)cc1OC	-18.2	0.8	-3.8	1.4	-8.8	-3.1	8.8	-0.6	1.7	-2.1
34	CCC(CO)Oc1cc(NCc2cccc(O)c2)c2ncn(C(C)C)c2c1 (stereo not drawn)	-28.5	0.7	-0.3	0.0	-20.5	0.3	20.5	1.3	2.7	-2.5
35	Nc1c(NC(=O)CC[n+]2ccccc2)cccc1[N+](=O)[O-]	-5.4	1.1	0.3	0.0	1.5	-0.2	-1.5	2.6	-2.5	-6.6
36	CCOC(=O)c1c(NC(=O)COc2ccccc2F)sc2c1CC(C)(C)NC2(C)C	-70.4	-1.2	0.7	-1.3	-3.6	12.5	3.6	-3.3	-6.7	2.9
37	COc1ccc(-c2csc(Nc3ccccn3)n2)cc1OC	nt	-0.3	-2.0	2.6	59.1	5.7	-59.1	0.9	17.4	3.1
38	CCOC(=O)[C@H]1[C@H]2COc3ccc(Cl)cc3[C@@H]2N2C(=O)CN(Cc3ccco3)C(=O)[C@@]12C	7.4	-0.6	-0.2	-0.7	-21.5	-1.6	21.5	2.5	-0.8	-2.8
39	C=CCn1c(N2CCN(c3ccc(OC)cc3)CC2)nc2c1c(=O)[nH]c(=O)n2C	-7.2	-0.8	-2.3	-0.2	2.3	3.8	-2.3	4.2	-1.2	25.1
40	O=C1CCC(C(=O)N2CCC(CO)CC2)CN1Cc1ccc(Cl)cc1 (stereo not drawn)	-1.6	-1.0	-1.2	-0.3	-12.1	2.8	12.1	0.7	-1.0	0.5
41	CCc1sc(C(=O)NCCc2ccc(S(N)(=O)=O)cc2)cc1C	nt	2.1	-2.0	-1.9	nt	-3.5	nt	0.3	0.6	-1.6
42	CSc1nc(SCC(=O)NC(c2ccccc2)c2ccccc2)c2c3c(sc2n1)CN(C)CC3	-25.6	-1.1	-4.5	-0.5	-9.3	-4.7	9.3	1.0	nt	nt
43	COc1ccc(N)cc1-n1cnnn1	1.6	-1.6	-1.2	-0.8	-7.2	3.0	7.2	2.0	-0.1	-2.5
44	COc1cc2c(cc1OC)C1(CCCCC1)CN(C)C2	1.9	1.3	-0.5	0.0	-3.8	-4.6	6.0	0.0	0.4	-2.9
45	CCOc1ccc(-c2c(C(=O)N/N=C/c3ccc(C)o3)nnn2-c2nonc2N)cc1	11.6	3.4	0.8	-0.6	75.8*	2.6	-75.8	0.7	0.1	-2.5
46	C=CCN1CC(c2nc3ccccc3n2Cc2ccccc2)CC1=O (stereo not drawn)	-5.4	1.0	-0.6	-0.3	-11.7	3.6	11.7	1.2	nt	nt
47	CC(=O)Nc1ccc(NC(=O)C(=O)c2cn(CC(=O)N3CCCCC3)c3ccccc23)cc1	-3.4	0.4	-0.6	-2.1	-11.5	1.4	11.5	-2.1	-2.5	-6.7
48	N#C/C(=C/c1ccco1)C(N)=S	8.4	0.3	1.7	-5.6	0.0	-0.9	0.0	2.8	0.5	-3.8
49	CCN(CC)CCNc1nc2c(c(=O)n(C)c(=O)n2C)n1C/C=C(/C)Cl	11.7	-0.8	1.1	1.3	-4.7	-8.5	4.7	2.2	nt	6.9
50	CN1CCN(/C=N/c2sc3c(c2C#N)CCCCC3)CC1	66.0	2.0	1.0	-1.1	-17.6	4.8	17.6	2.6	nt	-0.9
51	Cc1cc(N2CCCC(C(=O)Nc3ccc4c(c3)CCC4)C2)n2ncnc2n1 (stereo not drawn)	-7.1	0.4	-0.9	-3.8	-0.8	-1.2	0.8	-0.6	nt	-1.4
52	Cn1c(-c2ccc(Cl)nc2)nc2ccccc21	31.2	1.3	0.3	-1.0	-5.3	0.5	5.3	-0.3	13.3	1.9
53	CC(C)(C)NC(=O)NC(=O)CN1CCN(S(=O)(=O)c2ccccc2)CC1	-24.8	-0.2	1.9	-3.9	-9.1	-6.4	9.1	-0.1	-1.1	-3.4
54	Cc1ccc(OCC(=O)NNC(=O)CCC(=O)NCc2ccccc2)cc1	5.7	-1.0	-0.6	0.0	-3.3	1.9	3.3	5.0	0.6	nt
55	CCOc1ccc(Cl)cc1CNCCCSc1nc(C)cc(C)n1	3.8	3.9	1.1	-1.7	-3.5	-0.7	3.5	0.8	-3.0	-5.1
56	COc1ccccc1C1/C(=C(/O)c2ccc(C)cc2)C(=O)C(=O)N1Cc1ccco1 (stereo not drawn)	-7.8	4.8	1.1	-1.8	-2.1	3.8	2.1	3.6	-4.0	-2.0
57	COc1ccc(CC(=O)n2c(CC#N)nc3ccccc32)cc1OC	-5.2	4.0	0.0	-0.6	-41.2	-0.2	41.2	2.1	-0.1	-1.6
58	CSc1ccccc1C(=O)N(C)Cc1ccccc1	6.2	2.1	2.0	-6.7	-5.1	5.2	5.1	4.8	-2.9	-1.1

Not a hit list. Share with any hit: about 3.6%.
